Rpn11 block = Rpn11 (human) deubiquitinase inhibition | calls only at 20 µM | O00487 | AID 588493 | human 26S proteasome, Ub4-pepOG fluorescence polarization; 20S core pre-blocked with epoxomicin | 360,000 tested, 0.59% active;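 active = inhibition at 20 µM, scaled to each plate's controls, above about 33%, limit read from the data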
Scp1 inh = Scp-1 (human) phosphatase inhibition; Recombinant Scp1, phosphopeptide, malachite green phosphate absorbance; inhibition, % at 20 µM; 340,000 tested, 0.88% active;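 active = inhibition above about 50% at 20 µM, limit read from the data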;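 also: plate controls were DMSO wells with enzyme for no effect and wells lacking enzyme for full effect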
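Test system: SCP-1 phosphatase catalytic domain, residues 76-261 | Compound dosing: One concentration, 20 µM, with 1.0% DMSO | Schedule: 45 min room-temperature reaction, 5 min colour, 30 min stabiliser | Detection: Absorbance at 630 nm | Read-out basis: % inhibition of SCP-1 phosphate liberation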
SKN-1 inh = C. elegans SKN-1 inhibition; 360,000 tested, 0.49% active; inhibition, % at 21.8 µM; C. elegans VP596 Pgst-4::GFP/RFP ratio, acrylamide-induced, 24 h;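 active = interference check ratio from 0.5 to 1.5 plus GFP to RFP signal ratio inhibition reaching or exceeding a fixed threshold, cut at about 30% in these data, passing the limit was not always enough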; also: some compounds called inactive have numbers as strong as hits
DNMT1 inh = DNMT1 (human) enzyme inhibition; P26358; DNMT1 molecular beacon, Hinp1I cleavage, fluorescence; inhibition (reported as % activation of signal), % at 10 µM; 360,000 tested, 0.83% active; AID 588458; in the data active = inhibition above about 50%
Target sequence (P26358 504-1616 limits assumed): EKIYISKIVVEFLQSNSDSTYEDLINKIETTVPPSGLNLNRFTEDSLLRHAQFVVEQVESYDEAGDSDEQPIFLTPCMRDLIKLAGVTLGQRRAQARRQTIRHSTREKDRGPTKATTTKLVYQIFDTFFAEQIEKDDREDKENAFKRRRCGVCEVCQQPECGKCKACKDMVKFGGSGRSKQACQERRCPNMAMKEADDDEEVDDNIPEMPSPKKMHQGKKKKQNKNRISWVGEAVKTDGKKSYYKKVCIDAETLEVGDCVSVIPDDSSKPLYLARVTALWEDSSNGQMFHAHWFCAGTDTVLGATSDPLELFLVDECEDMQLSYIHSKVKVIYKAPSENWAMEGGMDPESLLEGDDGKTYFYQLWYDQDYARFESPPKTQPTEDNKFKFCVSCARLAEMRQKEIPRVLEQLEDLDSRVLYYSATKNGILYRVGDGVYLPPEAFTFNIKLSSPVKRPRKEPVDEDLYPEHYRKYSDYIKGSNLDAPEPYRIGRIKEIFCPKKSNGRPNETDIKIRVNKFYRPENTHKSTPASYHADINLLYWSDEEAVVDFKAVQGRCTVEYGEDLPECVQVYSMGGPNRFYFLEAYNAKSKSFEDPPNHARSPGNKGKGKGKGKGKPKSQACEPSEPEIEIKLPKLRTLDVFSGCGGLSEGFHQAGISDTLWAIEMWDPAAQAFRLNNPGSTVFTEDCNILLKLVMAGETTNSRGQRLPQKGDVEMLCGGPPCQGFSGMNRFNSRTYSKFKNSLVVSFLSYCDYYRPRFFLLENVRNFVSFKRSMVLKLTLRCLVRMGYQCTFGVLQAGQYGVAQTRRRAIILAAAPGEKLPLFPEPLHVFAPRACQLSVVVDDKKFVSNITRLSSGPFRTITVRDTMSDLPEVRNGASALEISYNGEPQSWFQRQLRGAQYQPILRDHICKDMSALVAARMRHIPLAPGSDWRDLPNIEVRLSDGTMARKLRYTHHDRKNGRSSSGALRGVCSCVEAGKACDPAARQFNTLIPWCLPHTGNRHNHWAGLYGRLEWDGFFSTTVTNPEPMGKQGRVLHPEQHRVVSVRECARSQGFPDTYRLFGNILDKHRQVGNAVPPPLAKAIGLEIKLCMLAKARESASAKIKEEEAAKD
NRP1-CendR mod = modulators of CendR peptide binding to human neuropilin-1 | FAM-RPARPAR peptide binding to NRP-1, fluorescence polarization | inhibition, % at 25 µM | O14786 | 360,000 tested, 0.85% active;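 active = inhibition or corrected inhibition above about 18%, plus a signal ratio from 0.5 to 1.5, limit read from the data, passing the limit was not always enough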; also: strong numbers were not always called active
STEP block = STEP (human) phosphatase inhibition; P54829; recombinant STEP, OMFP fluorogenic substrate, fluorescence; 360,000 tested, 0.25% active; inhibition, % at 20 µM;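 active = inhibition at 20 µM, scaled per plate between control wells, above about 37%, limit read from the data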;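 also: 0% = DMSO with enzyme and substrate and 100% = substrate only without enzyme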
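Test system: STEP tyrosine phosphatase / Reagent: OMFP at 25 µM / Doses: 20 µM, 1% DMSO / Read-out: percent inhibition scaled to no-enzyme and uninhibited-enzyme controls, plate-pattern corrected / Detection: FITC-channel fluorescence of OMFP product / Medium: Bis-Tris buffer pH 6.0, 2.5 mM DTT, 0.005% Tween 20 / Schedule: 20 min at room temperature, dark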
NadD inh = NadD (S. aureus) enzyme inhibition. purified NadD enzyme, colorimetric absorbance read-out. inhibition, % at 20 µM. 360,000 tested, 0.78% active. AID 602399; in the data active = inhibition above about 26%; also: some compounds past the cut are filed as inactive
LMPTP block = LMPTP (human) inhibition. recombinant LMPTP-A, OMFP fluorogenic substrate, fluorescence intensity. inhibition, % at 20 µM. 360,000 tested, 0.22% active. AID 651560;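 active = compounds that cut the enzyme signal by at least half of the control window in the single-dose screen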;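 also: plate controls were DMSO wells with enzyme plus substrate for no effect and substrate without enzyme for full effect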
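test system = LMPTP-A | amount = 0.625 nM LMPTP-A final | reagent = fluorogenic phosphatase substrate OMFP at 400 µM final | incubation = 50 min at room temperature | benchmarks = no-enzyme low control, uninhibited high control | medium = Bis-Tris pH 6.0, DTT, detergent | signal = fluorescence intensity of OMFP turnover product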
MT1-MMP act inh = MT1-MMP (human) activation inhibition; P50281; 360,000 tested, 0.061% active; AID 651647; GFP/RFP ratio change, % at 20 µM; HT1080 RFP-PRO-GFP cells, GFP/RFP ratio fluorescence, overnight; percent of plate control window, DMSO zero;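 active = GFP/RFP ratio change of at least 30% with cell ATP level not reduced by more than half and red fluorescence within 50% of control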; also: strong numbers were not always called active
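system = RFP-PRO-GFP reporter HT1080 cells | dosing = 20 µM single dose, 1% DMSO | timing = overnight cell settling, then overnight compound exposure, 37 °C, 5% CO2 | read-out basis = GFP/RFP fluorescence ratio | controls = DMSO and RFP-L50D-GFP cell wells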
SUMO1-SIM PPI = alters human SUMO1 binding to SIM partners. SUMO1 binding to a labelled peptide, TR-FRET, 1 h. inhibition, % at 20 µM. 360,000 tested, 0.33% active. AID 602429; in the data active = inhibition above about 37%
* marks the source's active call; other numbers are inactive results; i = inactive; x = no result given; + = active, no number.

SMILES | Rpn11 block | Scp1 inh | SKN-1 inh | DNMT1 inh | NRP1-CendR mod | STEP block | NadD inh | LMPTP block | MT1-MMP act inh | SUMO1-SIM PPI
CC(=O)c1ccc(NC(=O)Nc2ncn(Cc3cccc(C)c3)n2)cc1 | i | -6 | 20 | -4 | -9 | 1 | 0 | 0.4 | -1 | 0
COc1cccc(-c2nc(CS(=O)(=O)CC(=O)Nc3ccccc3C)c(C)o2)c1 | i | 7 | -2 | 1 | 3 | -4 | -10 | 0.2 | 2 | -5
C=CCc1cc(C=O)cc(OC)c1OCc1ccc(C(=O)O)cc1 | i | 0 | 10 | 4 | 1 | 0 | -2 | -0.6 | -1 | 4
N=c1c[n+](-c2ccc(Cl)cc2)[n-]o1 | i | -12 | 10 | 0 | 8 | 0 | -4 | -2.7 | 2 | -11
CC(C)CC(=O)OC(C)(C)[C@@H]1Cc2c(ccc3ccc(=O)oc23)O1 | i | -4 | 4 | -3 | 8 | 3 | -5 | -0.9 | 3 | -2
Cc1nnsc1C(=O)N1CCCC(Nc2ccc(F)c(F)c2)C1 (stereo not given) | i | -3 | -1 | 1 | 5 | 0 | 0 | 0.0 | -1 | 5
CSc1ccc(/C=N/Nc2cccc(C(=O)O)c2)cc1 | i | 81* | 1 | 105* | -30 | 60* | -1 | 14 | -2 | 70*
CCC(Sc1nc2ccsc2c(=O)n1Cc1ccc(C(=O)O)cc1)C(=O)Nc1cccc(OC)c1 (stereo not given) | i | x | -2 | 5 | -1 | -1 | 2 | -0.1 | 4 | 8
CCOC(=O)c1c(C)c(C(=O)OCC)n(C)c1C | i | -4 | 24 | 3 | 5 | 1 | -5 | -0.4 | -2 | -3
COc1ccc(NS(=O)(=O)c2cc3c(cc2C)N(C(C)=O)CCO3)c(OC)c1 | i | -12 | -13 | 1 | 10 | 1 | 2 | -0.8 | 5 | 2
COC(=O)[C@]1(C)N[C@H](CN(C)C(=O)Nc2ccc(Cl)cc2)[C@@H]2C(=O)N(C)C(=O)[C@@H]21 | i | -4 | 8 | 9 | 0 | -4 | 1 | -1.6 | 1 | 3
CN(C)/C=C/c1onc(-c2c(F)cccc2Cl)c1C#N | i | 2 | 5 | 9 | 10 | -2 | 1 | 0.9 | -15 | -1
CSc1nc2nccc(/C=C\c3ccccc3)n2n1 | i | -5 | 13 | 2 | -11 | 4 | 5 | -0.1 | -6 | -25
O=C(CCCN1CC=C(n2c(=O)[nH]c3ccccc32)CC1)c1ccc(F)cc1 | i | -14 | -11 | 2 | -9 | 0 | -9 | 6.4 | -1 | -7
O=C(C1CCCN(Cc2ccccc2[N+](=O)[O-])C1)N1CCCCC1 (stereo not given) | i | 8 | 10 | 0 | -3 | 2 | -4 | 0.0 | 3 | -13
COc1ccccc1C(=O)NCCC(=O)Nc1ccc(S(=O)(=O)N2CCC(C)CC2)cc1 | i | 4 | 3 | -1 | 0 | -1 | -7 | 0.9 | 3 | 8
O=C(Nc1ccccc1)c1ccc2c(c1)CCN2S(=O)(=O)c1ccccc1 | i | -9 | 23 | -8 | 3 | 1 | -6 | 2.0 | 1 | 5
CCN(CC)S(=O)(=O)c1ccc(N2CCOCC2)c(NC(=O)C2COc3ccccc3O2)c1 (stereo not given) | i | -10 | 2 | -3 | -6 | 6 | -2 | 0.7 | -5 | -1
N#CC(CO)(Cc1ccc(OC(F)F)cc1)c1nc2ccccc2[nH]1 (stereo not given) | i | -5 | 1 | 2 | -11 | -4 | -1 | 0.2 | 5 | -3
Cc1ccc(SCc2cc(=O)[nH]c(N3CCCCC3)n2)cc1 | i | 0 | 1 | 0 | 0 | -1 | -3 | -0.9 | 3 | -4
CC(NCc1ccc(S(N)(=O)=O)cc1)C(=O)Nc1ccc([N+](=O)[O-])cc1Cl (stereo not given) | i | -1 | -2 | -2 | -7 | -2 | -5 | -0.6 | -4 | -28
CC(C)N1CCOC1c1ccccc1 (stereo not given) | i | 5 | -6 | 1 | 10 | -2 | -4 | 0.6 | 1 | 1
COc1ccc(-c2cc(C(F)(F)F)nc(-n3ccnc3)n2)cc1 | i | -2 | 5 | 2 | 7 | 1 | -4 | 2.9 | -5 | 3
Cc1ccc(NC(=O)CNC2CCCCC2)cc1Cl | i | 1 | -3 | -6 | -6 | 0 | -6 | -0.2 | 6 | 0
CCN(C(=O)COC(=O)c1cc(-c2ccccc2)nc2ccc(Br)cc12)C1CCS(=O)(=O)C1 (stereo not given) | i | -1 | 8 | 11 | 9 | 2 | 5 | 0.8 | -6 | -43
COc1ccc(CN2C(=O)CCC2(C)c2nnnn2-c2c(C)cccc2C)cc1 (stereo not given) | x | x | 4 | x | 23* | x | -7 | -1.5 | 4 | -1
O=C(CSc1nnc(NCc2ccccc2)s1)N1CCOCC1 | i | -8 | 5 | 1 | 1 | -2 | -3 | -1.6 | 5 | -1
COc1ccc(NC(=O)c2cccnc2Sc2ccccc2)c(OC)c1 | i | -5 | 5 | -11 | -1 | 0 | -3 | -0.9 | 8 | 11
CCOc1ccc(N/C=C\C(=O)c2ccc3c(c2)OCO3)cc1 | i | -11 | 11 | 0 | 1 | -1 | 4 | 0.9 | -4 | -2
Cc1cccc(NC(=O)Nc2c(C)n(C)n(-c3ccccc3)c2=O)c1C | i | 4 | -1 | 0 | 10 | -1 | 3 | 0.0 | 2 | 0
COc1ccc(C(c2nnnn2Cc2ccc(F)cc2)N2CCN(c3ccc(OC)cc3)CC2)cc1 (stereo not given) | i | -13 | -6 | -8 | 2 | 6 | -1 | 4.6 | -12 | 4
O=C(COC(=O)c1ccc(O)cc1)Nc1ccc(N2CCCCC2)cc1 | + | -3 | 20 | -9 | 0 | 3 | 5 | 0.7 | 0 | 2
NS(=O)(=O)c1ccc(CCNC(=O)C2COc3ccccc3O2)cc1 (stereo not given) | i | -7 | -8 | 0 | 4 | -1 | 3 | 0.6 | 0 | 2
COCCNC(=S)N1CCN(c2nc(-c3cccc(OC)c3)cs2)CC1 | i | 0 | 4 | -11 | 7 | 12 | -2 | 1.5 | -1 | 1
Cn1c(SCc2cccc(C(F)(F)F)c2)nnc1-c1ccco1 | i | -1 | 5 | 4 | 7 | 0 | 0 | -0.8 | 10 | -2
NC(=O)c1nsc(C(=O)N(Cc2ccc(F)cc2)C(C(=O)NCC2CCCO2)c2ccc(O)cc2)c1N (stereo not given) | i | -1 | -1 | 1 | 0 | -2 | -6 | -0.9 | 0 | -11
COc1ccc(Cn2c3ccc(OC)cc3c3nc4ccccc4nc32)cc1 | i | -8 | 1 | -5 | 49* | -2 | -5 | -1.4 | -12 | -1
CC1CCCN(CCC(=O)c2ccc(Br)cc2)C1 (stereo not given) | i | -4 | -4 | 5 | -2 | 6 | -4 | 0.8 | 4 | 10
CC(C)CN(C(=O)CSc1nnc2ccccn12)c1c(N)n(CC(C)C)c(=O)[nH]c1=O | i | 4 | 2 | -2 | -10 | 0 | -3 | -2.7 | 3 | -2
COc1ccc(NC(=O)C2CCCN(S(=O)(=O)c3cccc4cccnc34)C2)c(OC)c1 (stereo not given) | i | -4 | 11 | 0 | 3 | 0 | 3 | -1.3 | 2 | 4
CN1CCN(C(=O)CN(CCc2ccccc2)S(C)(=O)=O)CC1 | i | -4 | 10 | -1 | -1 | 0 | 2 | -0.7 | -3 | -2
O=C(Nc1ccc(Cl)c(Cl)c1)N(Cc1cccnc1)Cc1ccco1 | i | 3 | 15 | -5 | 3 | -1 | -6 | 0.9 | 3 | 0
O=C(Nc1ccccc1Cl)c1cc(S(=O)(=O)N2CCC3(CC2)OCCO3)ccc1F | i | x | 0 | 0 | 0 | 1 | 3 | -0.3 | -1 | 3
Cc1ccc(NC(=S)NCC2CCN(C(C)c3ccccc3)C2)cc1 (stereo not given) | i | -10 | 5 | 0 | -4 | 47* | 0 | 0.6 | 10 | 0
Cc1ccc(NC(=O)C(C)Sc2nnc(C)n2C2CC2)cc1S(=O)(=O)N1CCOCC1 (stereo not given) | i | -10 | -2 | 2 | 6 | -1 | -2 | -1.7 | -2 | 1
COc1ccc2cc(CCNC(=O)C3CC3)c(=O)[nH]c2c1 | i | -4 | -11 | 5 | -2 | 3 | 1 | -1.7 | 4 | 1
CCCn1c(SCC(=O)Nc2nc3ccccc3s2)nc2c1c(=O)n(C)c(=O)n2C | i | 0 | 4 | 2 | -6 | 9 | 8 | 1.3 | -6 | 4
CCCCCCCCCCOC(=O)Cn1c(COc2cccc(C)c2)[n+](C)c2ccccc21 | + | 8 | 8 | 20 | 7 | 6 | 11 | 0.9 | -3 | -102

Some of the entries above, set out differently.
smiles	Rpn11 block	Scp1 inh	SKN-1 inh	DNMT1 inh	NRP1-CendR mod	STEP block	NadD inh	LMPTP block	MT1-MMP act inh	SUMO1-SIM PPI
Cc1ccc(NC(=S)NCC2CCN(C(C)c3ccccc3)C2)cc1 (stereo not given)	i	-10	5	0	-4	47*	0	0.6	10	0
Cc1ccc(NC(=O)C(C)Sc2nnc(C)n2C2CC2)cc1S(=O)(=O)N1CCOCC1 (stereo not given)	i	-10	-2	2	6	-1	-2	-1.7	-2	1
COc1ccc2cc(CCNC(=O)C3CC3)c(=O)[nH]c2c1	i	-4	-11	5	-2	3	1	-1.7	4	1
CCCn1c(SCC(=O)Nc2nc3ccccc3s2)nc2c1c(=O)n(C)c(=O)n2C	i	0	4	2	-6	9	8	1.3	-6	4
CCCCCCCCCCOC(=O)Cn1c(COc2cccc(C)c2)[n+](C)c2ccccc21	+	8	8	20	7	6	11	0.9	-3	-102

The list goes on.
SMILES | Rpn11 block | Scp1 inh | SKN-1 inh | DNMT1 inh | NRP1-CendR mod | STEP block | NadD inh | LMPTP block | MT1-MMP act inh | SUMO1-SIM PPI
Cc1ccc(NC(=O)COC(=O)c2sccc2C)cc1S(=O)(=O)N1CCOCC1 | i | -15 | 4 | -2 | 6 | 3 | -4 | -0.6 | 4 | 12
CCOC(=O)Cc1csc(NC(=O)CCc2ccccc2)n1 | i | -4 | 8 | -1 | 8 | 0 | -2 | -1.0 | 2 | 2
C[C@H]1CN([C@@H](C)CO)C(=O)c2cc(NC(=O)C3CCCCC3)ccc2O[C@H]1CN(C)C(=O)Nc1ccc2c(c1)OCO2 | i | 26 | 5 | 2 | -6 | -2 | -1 | -1.5 | 0 | 5
N#C/C(=C(O)\C=C\c1ccccc1)c1nc2ccccc2[nH]1 | i | -14 | 2 | -3 | 3 | 5 | 4 | 1.5 | 1 | 0
CCC/C(O)=C1\C(=O)CC(c2ccccc2)CC1=NC(C)C(=O)O (stereo not given) | i | -4 | -7 | 7 | -4 | 1 | 1 | 1.5 | 0 | -2
CCN(Cc1ccccc1)S(=O)(=O)c1ccc(C(=O)N(CCCN(C)C)c2nc3cc(C)cc(C)c3s2)cc1 | i | 1 | 0 | 5 | 0 | 9 | 3 | 1.4 | -3 | -42

Screening data as filed in PubChem BioAssay.
